GLP-1R inv ag: qHTS of GLP-1 Receptor Inverse Agonists (Inhibition Mode); HEK293 GLP-1R CRE-luciferase, luminescence, 24 h; GLP-1R form is constitutively active; Potency, µM (series often up to 38.3 µM), without a hit: at the highest dose activity change, negative = inhibition, most hits filed as inhibitors; 1.6% of 410,000 active; also: % is scaled to controls: 0 for no effect and ±100 for the full control effect; nearly all actives have a fitted effect of over 55% in size
Target sequence (P43220 whole entry, looked up): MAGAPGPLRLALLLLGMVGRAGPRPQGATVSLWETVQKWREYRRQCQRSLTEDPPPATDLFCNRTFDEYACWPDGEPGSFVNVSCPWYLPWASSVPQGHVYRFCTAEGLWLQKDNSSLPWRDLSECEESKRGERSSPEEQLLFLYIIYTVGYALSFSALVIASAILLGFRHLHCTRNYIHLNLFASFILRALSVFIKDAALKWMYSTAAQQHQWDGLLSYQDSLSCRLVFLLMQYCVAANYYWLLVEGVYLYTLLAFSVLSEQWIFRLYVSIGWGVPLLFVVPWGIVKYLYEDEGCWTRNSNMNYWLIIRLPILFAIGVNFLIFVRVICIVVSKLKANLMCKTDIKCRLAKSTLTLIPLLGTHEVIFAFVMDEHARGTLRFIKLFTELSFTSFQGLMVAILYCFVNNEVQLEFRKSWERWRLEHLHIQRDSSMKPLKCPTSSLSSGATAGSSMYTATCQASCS
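Cells are plated, allowed 12 hours at 37 deg C, then treated with compounds for 24 hr before luciferase detection reagent is added and luminescence is read after 12 min at room temperature. The HEK293 line carries constitutively active GLP-1R with a cAMP-responsive reporter.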
HT1080-NT tox: qHTS for induction of synthetic lethality in tumor cells producing 2HG: qHTS for the HT-1080-NT fibrosarcoma cell line | HT-1080-NT fibrosarcoma viability, CellTiter-Glo ATP luminescence, 48 h | Potency, µM (series often up to 46.1 µM), for the others: at the top dose activity, negative = less viability, most hits filed as cytotoxic | 1.6% of 360,000 active | AID 686970, 2013;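 also: NT is the 2HG producing partner of a matched IDH1 knockdown line; 0% = DMSO-treated cells and -100% = media-only wells without cells; nearly all actives have a fitted effect of over 55% in size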
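750 cells/well, RPMI + 5% FBS; 2 h settle, compound pin-transfer, 48 h at 37 degrees C. CellTiter-Glo 10 min RT, luminescence. Normalized to DMSO and media-only wells.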
KB-3-1 cytotox: qHTS assay for MDR1-selective chemotherapeutics: Primary screen using the parental adenocarcinoma cell KB-3-1; KB-3-1 viability, CellTiter-Glo ATP luminescence, 72 h; Potency, µM (top dose mostly 46.1 µM), without a hit: at the top dose activity change, negative = cytotoxic, most hits filed as cytotoxic; 1.4% of 400,000 active; AID 1347075, 2019; also: % is scaled to controls: 0 for no effect and ±100 for the full control effect; nearly all actives have a fitted effect of over 60% in size
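Parental KB-3-1 viability, qHTS format: 72 h compound exposure, 37 °C; CellTiter-Glo; media-only wells and DMSO plates as controls; concentration-effect fits on corrected data.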
KB-V1 cytotox: qHTS assay for MDR1-selective chemotherapeutics: Primary screen using the drug-selected MDR subline cells KB-V1; KB-V1 MDR cells viability, CellTiter-Glo, 72 h; Potency, µM (titrated, usually from 46.1 µM), for inactives: at the highest dose activity change, negative = cytotoxicity, usual class: cytotoxic; 3.4% of 400,000 active; AID 1347076, 2019; also: % is scaled to controls: 0 for no effect and ±100 for the full control effect; nearly all actives have a fitted effect of over 60% in size
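KB-V1, DMEM (no phenol red) + 10% FBS; cpd pin-transferred, titration series; 72 h, 37 degrees C; CellTiter-Glo, luminescence. Data normalized, curve-fit.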
GLP1R ag: qHTS of GLP-1 Receptor Agonists | HEK293 GLP-1R CRE-luciferase, luminescence, 4-6 h; cells express a hypersensitive GLP-1R form | Potency, µM (top dose mostly 45.6 µM), without a hit: top-dose activation, most hits filed as activators | Glucagon-like peptide 1 receptor (Homo sapiens), P43220 | 0.007% of 380,000 active | AID 624172, 2012; also: % of control where 0% means no effect
TDP-43 yeast inh: qHTS of TDP-43 Inhibitors; AID 652104, 2013; Potency, µM (top dose mostly 46.1 µM), inactives show top-dose growth rescue (activation), hits mostly activators; 1.8% of 410,000 active; TDP-43 expressing yeast growth rescue, BacTiter-Glo, 24 h; also: % of control where 0% means no effect; nearly all actives have a fitted effect of over 50% in size
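Yeast cells expressing TDP-43 under galactose induction are exposed to compounds for 24 hr at 30 deg C. BacTiter-Glo luminescence measures growth, so protective compounds score as activators.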
HEK293 tox: qHTS of GLP-1 Receptor Inverse Agonists: Cytotox Screen. HEK293 cAMP-luciferase reporter cells, luminescence, 24 h. Potency, µM (series often up to 38.3 µM), without a hit: at the highest dose activity change, negative = inhibition, usual class: inhibitors. 0.13% of 410,000 active;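 also: loss of luciferase light is scored as toxicity; % is scaled to controls: 0 for no effect and ±100 for the full control effect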
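Quantitative HTS format, 1536 wells, 200 cells/uL seeded. Compounds: 23 nL, 24 h, 37 °C. Detection: luciferase reagent, luminescence at 12 min RT; decreased signal taken as cytotoxic.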
SW480 rereplic: A quantitative high throughput screen for small molecules that induce DNA re-replication in SW480 colon adenocarcinoma cells; Potency, µM (titrated, usually from 46.1 µM), for the others: at the top dose re-replication activation, hits mostly activators; SW480 DNA re-replication, Hoechst DNA content imaging, 48 h; 1.8% of 340,000 active; also: % of control where 0% means no effect; nearly all actives have a fitted effect of over 55% in size
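DNA re-replication was detected as more nuclei of elevated Hoechst intensity after 48 hr exposure to compound (23 nL pinned per well of 250 cells).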
HT1080 IDH1KD tx: qHTS for induction of synthetic lethality in tumor cells producing 2HG: qHTS for the HT-1080-IDH1KD cell line | HT-1080 IDH1 knockdown viability, ATP luminescence, 48 h | Potency, µM (titrated, usually from 46.1 µM), for the others: at the highest dose activity, negative = toxicity, most hits filed as cytotoxic | 2% of 360,000 active;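 also: 0% = DMSO wells and -100% = cell-free medium wells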
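Using the IDH1-knockdown HT-1080 line run in the same batch and compound series as the NT line, viability after 48 h at 37 °C was determined by CellTiter-Glo luminescence and expressed as % activity.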
* = called active by the depositor; ? = inconclusive; · = no result given; [ ] = dose if it differs, or a comment. Calls follow the shape of the dose curve; as a rule, active = well fitted curve in the direction sought with a large enough effect; inconclusive = small, poorly fitted or top-dose-only effect, or another doubt; inactive = no such curve, though single readings can be large; an effect the other way counts as inactive or inconclusive. Potency is read from the fitted curve at half-maximal effect.

SMILES	GLP-1R inv ag	HT1080-NT tox	KB-3-1 cytotox	KB-V1 cytotox	GLP1R ag	TDP-43 yeast inh	HEK293 tox	SW480 rereplic	HT1080 IDH1KD tx
COc1ccc(N2CCN(CCCn3cnc4c(SC)ncnc43)CC2)cc1	-9%	6%	-18%	?	4%	0%	2%	·	-9%
COC(=O)C1=C(N)OC2=C(C(=O)CCC2)C1c1cccs1 (stereo not given)	1%	-11%	-2%	5%	-5%	3%	10%	-3%	-6%
O=C(/C=C/c1ccccc1Cl)Nn1cnc2ccccc2c1=O	16%	?	-26%	-8%	-1%	-1%	-13%	-24%	-5%
CC(=O)c1ccc(OCCCCCCCOc2ccc(C(C)=O)cc2)cc1	14%	19%	-2%	?	0%	1%	3%	-5%	7%
CC(/C=C/c1ccccc1)=N/NC(=O)C(O)c1ccccc1 (stereo not given)	-15%	-1%	2%	?	15%	2%	-6%	-13%	1%
Cc1ccc(-c2nnn(CC(=O)N(CC3CCCO3)C(C(=O)NC3CCCC3)c3ccc(O)cc3)n2)o1 (stereo not given)	-22%[7.66 µM]	-2%	?	-4%	-1%	-8%	?	4%	-11%
CNc1ccccc1C(C)(C)c1cc(-c2cc(C)cc(C)c2)no1	?	-24%	-10%	0%	0%	-14%	12%	?	?
Cc1ccc(CNC(=O)CCc2c(C)nc3nc(CNC(=O)OC(C)(C)C)nn3c2C)cc1	-34%	·	-25%	-5%	·	10%	6%	·	·
O=C(ON=C1CCN(S(=O)(=O)c2ccccc2)CC1)c1ccc(F)cc1	17%	11%	17%	12%	-8%	?	-2%	-6%	20%
Cc1ccc2c(CC(=O)OCc3nc(N)nc(Nc4ccccc4C)n3)coc2c1	0%	-14%	-11%	0%	11%	?	0%	1%	-16%
CCOC(=O)c1c(NC(=O)c2ccc(S(=O)(=O)N3CCCC(C)C3)cc2)sc2c1CCN(C(C)C)C2 (stereo not given)	-29%	·	0%	0%	8%	-3%	2%	·	·
CCOC(=O)Cn1cnc2c(cnn2-c2ccc(Cl)cc2)c1=O	19%	0%	-15%	?	-1%	-5%	2%	-10%	-4%
O=C(COC(=O)C1COc2ccccc2O1)NC(=O)Nc1ccc2c(c1)OCCO2 (stereo not given)	0%	6%	-14%	30%	-14%	6%	-23%	5%[9.22 µM]	3%
CC(NC(=O)C12CC3CC(CC(O)(C3)C1)C2)c1ccc(Cl)cc1Cl (stereo not given)	-2%	22%	-2%	-28%	8%	-16%	-10%	-8%	8%
CCOC(=O)c1cc(OCC)c2c(ccc3ccccc32)n1	-13%	4%	10%	3%	17%	?	2%	·	-3%
Cc1cc(C)c2cc(CN(CCO)Cc3nnnn3Cc3ccccc3)c(=O)[nH]c2c1	6%	-8%	7%	7%	0%	-15%	-18%	-4%	-11%
CC(C)C1=CC(=Nc2ccc(S(N)(=O)=O)cc2)C=C(C(C)C)C1=O	?	-15%	-1%	9%	4%	-2%	-20%	-4%	-1%
O=C(NCC1CCCCC1)c1ccccc1[N+](=O)[O-]	26%	0%	10%	4%	13%	-23%[1.82 µM]	-9%	-3%	-3%
Cc1ccc(NC(=O)CN(C)CC(=O)Nc2ccccc2-c2ccccc2)cc1	?	-10%	2%	?	10%	-3%	17%	-66%[inhibitor]	-15%
Cc1[nH]n2c(=O)c3c(nc2c1-c1cccc2ccccc12)CCC3	?	?	-6%	18%	-13%	4%	-19%	-24%	-30%

Given with values under each structure: 2 of the compounds above.
Each structure is followed by: GLP-1R inv ag | HT1080-NT tox | KB-3-1 cytotox | KB-V1 cytotox | GLP1R ag | TDP-43 yeast inh | HEK293 tox | SW480 rereplic | HT1080 IDH1KD tx
> CC(C)C1=CC(=Nc2ccc(S(N)(=O)=O)cc2)C=C(C(C)C)C1=O
    ? | -15% | -1% | 9% | 4% | -2% | -20% | -4% | -1%
> CC(NC(=O)C12CC3CC(CC(O)(C3)C1)C2)c1ccc(Cl)cc1Cl (stereo not given)
    -2% | 22% | -2% | -28% | 8% | -16% | -10% | -8% | 8%

The results go on.
SMILES	GLP-1R inv ag	HT1080-NT tox	KB-3-1 cytotox	KB-V1 cytotox	GLP1R ag	TDP-43 yeast inh	HEK293 tox	SW480 rereplic	HT1080 IDH1KD tx
CCN(CC)CCN(C(=O)C1CCCCC1)c1nc2cc3c(cc2s1)OCO3	?	-19%	2%	-3%	10%	18%	?	17%	-12%
CCSc1ncc(Cl)c(C(=O)Nc2ccc(S(=O)(=O)N3CCCCC3CC)cc2)n1 (stereo not given)	?	·	-15%	2%	·	-4%	-22%	·	·
COc1ccc(NC(=O)Nc2nnc(N3CCC(C)CC3)s2)cc1OC	31%[activator]	0%	-2%	0%	0%	4%	-4%	-15%	1%
COc1ccc(C(O)c2ncc(-c3ccc(Cl)cc3)[nH]2)cc1 (stereo not given)	-44%	-9%	0%	5%	-3%	13%	-5%	·	-11%
CCC(C)NC(=O)CS(=O)(=O)Cc1nc(-c2cccc(OC)c2)oc1C (stereo not given)	7%	29%	0%	12%	6%	2%	-22%	0%	1%
CCOC(=O)c1c(C)[nH]c(C)c1C(=O)COC(=O)c1ccc(Cl)nc1	-28%	5%	20%	10%	14%	-1%	0%	-5%	-8%
COC(=O)CCC(=O)Nc1cccc(Br)c1	11%	22%	8%	10%	-25%	1%	3%	0%	22%
O=[N+]([O-])c1cc(-c2csc(NC(CO)c3nc4ccccc4n3CCOCCO)n2)ccc1Cl (stereo not given)	43%[activator]	-6%	-2%	-20%	?	27%	-8%	-16%	-21%
O=C(COC(=O)Cc1ccc([N+](=O)[O-])cc1)NC1CCCCCC1	13%	-8%	-18%	-4%	7%	6%	-2%	-6%	1%
COc1ccc2c(c1OC)C(=O)OC2N1C(=O)CC[C@H]1C(=O)Nc1ccc2c(c1)OCO2 (stereo not given in full)	6%	11%	0%	15%	1%	?	0%	-4%	7%
COc1ccc(C)cc1NC(=O)CN1CCN(S(=O)(=O)c2ccc(F)cc2)CC1	14%	2%	-8%	-3%	16%	-1%	6%	20%	6%
COc1ccc(OC)c(NS(=O)(=O)c2ccc(NC(=O)c3ccc(NS(C)(=O)=O)cc3)cc2)c1	-17%	1%	16µM*	-1%	11%	17%	10%	-98%[inhibitor]	8%
CC(=O)c1ccc(NC(=O)Cn2cnc(S(=O)(=O)N3CCOCC3)c2)cc1	31%	8%	4%	29%	-2%	1%	-1%	-7%	6%
Cc1ccc(-n2ncc3c(Nc4c(C)n(C)n(-c5ccccc5)c4=O)ncnc32)c(C)c1	-1%	10%	-6%	?	-4%	-11%	-10%	1%	-12%
CCOc1cc(C(=O)Nc2ccc(NC(=O)c3cc4ccccc4o3)c(OC)c2)cc(OCC)c1OCC	3%	·	2%	23%	·	-3%	2%	·	·
Cc1cc(C(=O)COc2ccc(F)cc2Br)c(C)n1C1CC1	?	-7%	-25%	?	14%	?	-3%	-10%	-11%
CCOc1ccc(NC(=O)CN(C)CC(=O)Nc2ccc(F)c(F)c2F)cc1OCC	-16%	-15%	13%	?	6%	-6%	-2%	-2%	-5%
O=C(c1cccc(S(=O)(=O)N2CCN(c3ccc(F)cc3)CC2)c1)N1CCCC(C(F)(F)F)C1 (stereo not given)	?	16µM*	?	?	4%	16%	2%	?	?
CS(=O)(=O)c1nc(S(=O)(=O)c2ccc(Cl)cc2)c(N2CCN(CCO)CC2)s1	?	4%	-5%	7%	-2%	9%	-15%	?	-1%
CCOC(=O)C(=CNCC(=O)O)C(=O)OCC	21%	6%	10%	-10%	5%	-8%	2%	6%	6%
CC(CCc1ccccc1)NCC(O)c1cccc([N+](=O)[O-])c1 (stereo not given)	-37%	-21%	3%	?	?	-1%	0%	-3%	-20%
COc1ccc(NS(=O)(=O)c2ccc(S(=O)(=O)N3CCCC3)cc2)cc1	?	-3%	-6%	?	1%	-14%	64%[activator]	-3%	-6%
OCC[C@@H]1C[C@H](O)[C@@H](O)[C@@]2(CCCc3ccccc3O2)O1	7%	-2%	7%	0%	0%	8%	-16%	-19%	0%

Seven compounds out of the list above, ordered by the value under GLP-1R inv ag, falling.
compound,GLP-1R inv ag,GLP1R ag,TDP-43 yeast inh,SW480 rereplic
COc1ccc(C)cc1NC(=O)CN1CCN(S(=O)(=O)c2ccc(F)cc2)CC1,14%,16%,-1%,20%
COc1ccc2c(c1OC)C(=O)OC2N1C(=O)CC[C@H]1C(=O)Nc1ccc2c(c1)OCO2 (stereo not given in full),6%,1%,?,-4%
CCOc1cc(C(=O)Nc2ccc(NC(=O)c3cc4ccccc4o3)c(OC)c2)cc(OCC)c1OCC,3%,·,-3%,·
COc1ccc(OC)c(NS(=O)(=O)c2ccc(NC(=O)c3ccc(NS(C)(=O)=O)cc3)cc2)c1,-17%,11%,17%,-98%[inhibitor]
CCOC(=O)c1c(C)[nH]c(C)c1C(=O)COC(=O)c1ccc(Cl)nc1,-28%,14%,-1%,-5%
CC(CCc1ccccc1)NCC(O)c1cccc([N+](=O)[O-])c1 (stereo not given),-37%,?,-1%,-3%
COc1ccc(C(O)c2ncc(-c3ccc(Cl)cc3)[nH]2)cc1 (stereo not given),-44%,-3%,13%,·

Screening results (PubChem BioAssay)
